Bioassay records as filed in PubChem.
PrPC surface inh: inhibitors of human cell surface prion protein PrPC, primary screen, cell-based, TR-FRET | Major prion protein (Homo sapiens), P04156 | TR-FRET read-out | inhibition, % at 13.8 µM | 0.43% of 370,000 active | AID 720596, 2013; in the data active = inhibition above about 24%; note: 0% = median of the test wells and 100% = reference compound wells
TcdB GH inh: TcdB glycohydrolase inhibitors, primary screen, biochemical, single point, plate reader | Toxin B (Clostridioides difficile), P18177 | TcdB glycohydrolase enzymatic assay | inhibition, % at 9.99 µM | 0.24% of 350,000 active | AID 652162, 2013; in the data active = inhibition above about 10%
MazEF act: activators of E. coli MazEF toxin-antitoxin RNase, primary screen, biochemical, fluorescence, uHTS; Endoribonuclease toxin MazF (Escherichia coli (strain K12)), P0AE70; FAM/BHQ RNA-DNA oligo cleavage fluorescence, 5 h; activation, % at 20 µM; 0.32% of 350,000 active; in the data active = activation above about 50%
Target sequence (P0AE70 whole entry, looked up): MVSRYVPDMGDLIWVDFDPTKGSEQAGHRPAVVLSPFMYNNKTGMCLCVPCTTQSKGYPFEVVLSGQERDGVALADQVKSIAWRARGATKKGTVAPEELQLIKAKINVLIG
PriA SSB inh: inhibitors of Klebsiella pneumoniae PriA binding to SSB C-terminal tail, primary screen, biochemical, AlphaScreen. AID 1272365, 2023. PriA–SSB C-terminal tail interaction (Klebsiella pneumoniae). 0.6% of 430,000 active. inhibition, % at 33 µM. AlphaScreen SSBct-PriA binding, biotinylated peptide; in the data active = inhibition mostly above about 37%, no sharp cut-off; inactive = mostly below about 20%;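 note: plate controls were negative control peptide for no effect and reference peptide for full effect; strong numbers were not always called active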
SARS 3CLpro inh: SARS-CoV 3CLpro protease inhibitors, primary screen, biochemical, quenched FRET; Replicase polyprotein 1ab (Severe acute respiratory syndrome coronavirus), P0C6X7; recombinant SARS-CoV 3CLpro, quenched FRET peptide cleavage; inhibition, % at 6 µM; 0.14% of 290,000 active; in the data active = inhibition above about 12%
CCHFV vOTU inh: CCHFV vOTU protease inhibitors, primary screen, biochemical, Pep-AMC substrate, fluorescence. inhibition, % at 11.5 µM. Crimean-Congo hemorrhagic fever virus L polyprotein viral ovarian tumor (vOTU) protease …. 0.55% of 370,000 active. AID 651958, 2012; in the data active = inhibition above about 30%; note: 0% = vehicle wells with enzyme and 100% = no enzyme wells
VHR inh abs: VHR1 phosphatase inhibitors, primary screen, biochemical, absorbance, uHTS | 0.52% of 290,000 active | AID 1654, 2009 | recombinant VHR phosphatase, pNPP absorbance | inhibition, % at 13.3 µM | Dual specificity protein phosphatase 3 (Homo sapiens), P51452; in the data active = inhibition above about 50%; note: some compounds called inactive have numbers as strong as hits
Target sequence (P51452 whole entry, looked up): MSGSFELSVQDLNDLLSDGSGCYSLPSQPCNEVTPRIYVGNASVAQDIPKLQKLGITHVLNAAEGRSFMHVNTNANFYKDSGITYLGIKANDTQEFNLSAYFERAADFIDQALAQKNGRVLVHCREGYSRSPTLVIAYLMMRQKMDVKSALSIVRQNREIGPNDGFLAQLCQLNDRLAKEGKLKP
Y pestis TopoI: Yersinia pestis topoisomerase I inhibitors, primary screen, biochemical, cleavage product accumulation, plate reader, single point. DNA topoisomerase I (Yersinia pestis CO92). Y. pestis Topo-I cleavage product accumulation. activity, % at 10 µM. 0.064% of 360,000 active. AID 504884, 2011; in the data active = activity above about 50%, passing the limit was not always enough; note: inactives centre near 2
Rv3671c protease: Rv3671c serine protease inhibitors, primary screen, biochemical, fluorescence polarization, M. tuberculosis H37Rv. inhibition, % at 5.96 µM. 0.048% of 320,000 active. AID 2606, 2010. P9WHR9; in the data active = inhibition above about 38%;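 note: extracellular domain of Rv3671c used as enzyme; 0% = enzyme with DMSO and 100% = no enzyme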
Target sequence (P9WHR9 whole entry, looked up, the tested form may be a part): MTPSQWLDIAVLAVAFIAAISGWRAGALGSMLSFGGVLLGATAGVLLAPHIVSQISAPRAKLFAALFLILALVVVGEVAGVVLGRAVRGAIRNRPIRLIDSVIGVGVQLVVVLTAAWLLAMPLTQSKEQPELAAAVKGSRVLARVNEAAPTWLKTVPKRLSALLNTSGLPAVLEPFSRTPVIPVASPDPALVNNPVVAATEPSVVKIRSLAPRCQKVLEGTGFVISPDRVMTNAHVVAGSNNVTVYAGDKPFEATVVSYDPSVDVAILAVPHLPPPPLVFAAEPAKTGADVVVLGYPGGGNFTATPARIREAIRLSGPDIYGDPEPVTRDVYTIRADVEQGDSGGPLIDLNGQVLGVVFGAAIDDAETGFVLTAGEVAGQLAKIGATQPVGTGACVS
BH1578 lux ind: inducers of Vibrio cholerae quorum light production without autoinducers, primary screen, BH1578 luxS cqsA deficient, single point; V. cholerae BH1578 lux reporter, luminescence, 6 h; activation, % at 18.7 µM; 0.16% of 350,000 active; AID 588436, 2011; in the data active = activation mostly above about 9.7%, no sharp cut-off; note: not every result past the cut was called active; inactives centre near 0; reference of the scale not given here
An asterisk follows results filed as active; i = inactive; x = no result given; & = joins results of further samples. Not all compounds are listed; count on the stated rates, not on these rows.

structure	PriA SSB inh	Y pestis TopoI	TcdB GH inh	VHR inh abs	SARS 3CLpro inh	MazEF act	CCHFV vOTU inh	Rv3671c protease	BH1578 lux ind	PrPC surface inh
COCCSc1ccccc1C(=O)Nc1ccc(Cl)cn1	-13	-5	0.7	-4	0	3	3	-8	i	-5
COc1ccc(NC(=O)Cc2coc3cc(C)ccc23)cc1S(=O)(=O)N1CCOCC1	-8	8	x	21	-5	1	-16	-2	-0.6	10
O=C(COc1ccccc1)NC(=S)Nc1ccc(Br)cn1	-6	-3	2.4	13	3	-5	-2	-1	i	-3
CC(C)(CSc1nncn1/N=C/c1ccco1)NS(=O)(=O)c1ccc(Cl)cc1	x	12	x	26	6	3	4	-1	x	-8
COc1cccc(CCNC(=O)C2CCC(=O)N(Cc3cccc(OC)c3)C2)c1 (configuration not stated)	-6	2	0.9	-37	-2	7	-7	10	-2.6	3
Cc1cc2oc(=O)cc(CN3CCN(S(=O)(=O)c4ccc5c(c4)OCCO5)CC3)c2cc1C	6	8	x	4	2	-21	-4	-13	-0.3	4
CS(=O)(=O)N1CCN(c2ccccc2NC(=S)NC(=O)c2cccs2)CC1	6	13	1.4	28	-3	-7	11	5	1.2	4
Cc1cc(=O)oc2cc(NC(=O)CCCC(=O)O)ccc12	-6	-1	x	3	4	11	-75	-8	i	0
Nc1ccc2c(c1)C(=O)N(CCCCCC(=O)O)C2	-11	7	x	13	-1	12	-2	3	-2.1	3
C/C(Cl)=C/Cn1c(SCc2ccc(Cl)cc2)nc2c1c(=O)[nH]c(=O)n2C	-5	0	x	6	-4	-30	4	x	i	8
COc1ccc(NC(=O)N(C)C[C@H]2OCc3cnnn3CCCC(=O)N([C@H](C)CO)C[C@@H]2C)cc1	x	0	1.5&0.3&0.8	x	x	8	9	x	-1.1	-3
Cc1ccc(Oc2ncccc2NC(=O)CC(CC(=O)O)c2ccccc2)c2c1CCC2 (configuration not stated)	-4	2	-1.0	-7	-1	2	-16	-2	0.0	9
CS(=O)(=O)Nc1ccccc1C(=O)NCCSCc1ccccc1	4	4	0.4	22	5	1	-7	-12	-0.4	-6
CCCNC(=O)C1(C)CCCN(CC(=O)c2ccc3c(c2)OCCO3)C1 (configuration not stated)	x	7	1.4	x	x	x	-9	x	-0.5	-4
O=C(COc1ccc(Br)cc1CNC1CCCC1)Nc1ccccc1	-29	14	0.8	1	-4	15	-5	-1	-4.2	-8
CN(C)C(=O)c1cc([N+](=O)[O-])ccc1O	-19	-2	0.1	13	1	-12	3	1	-1.5	2
O=C(Nc1c2c(nn1-c1ccc(F)cc1)CS(=O)C2)c1ccc(Br)o1 (configuration not stated)	-3	2	-0.9	14	8	-4	-3	2	i	8
CC(C)CN1CCN(Cc2cccn2-c2ccc(Cl)cn2)CC1CCO (configuration not stated)	16	-10	0.6	9	-2	-12	5	0	i	-7
CN(C)NC(=O)C12CCC(C)(C(=O)O1)C2(C)C (configuration not stated)	2	10	-3.3	26	-1	10	10	3	-0.3	1
CCOC(=O)c1[nH]c2ccccc2c1NC(=O)c1nonc1C	-11	-9	x	32	-4	0	10	8	i	-3
Cc1ccc(S(=O)(=O)NCCSc2nnnn2-c2ccc(C(N)=O)cc2)cc1	-14	-2	-2.7	-2	4	0	17	-4	-0.2	5
OCCN1CCN(CCSc2ccccc2)CC1	-11	3	x	-12	3	13	-9	-5	-0.2	2
COc1ccc(CCNC(=S)Nc2ccccc2C)cc1	-1	-1	x	28	5	13	7	2	0.5	-9
Cc1cc(NC(=O)c2ccc(N3C(=O)CCC3=O)cc2)no1	-9	-7	x	21	5	6	10	10	i	-7
OC(COc1ccc(CNCc2cccnc2)cc1)CN1CCc2ccccc2C1 (configuration not stated)	6	-1	0.6	8	-1	4	-1	1	i	9
COc1cc2c(C)nc3c(cnn3-c3ccccc3)c2cc1OC	-10	-1	0.3	4	-1	8	-17	-3	0.4	4
Cc1cccc(-n2c(C)c(C)c3c(N)ncnc32)c1	8	10	2.6	21	-2	9	8	-4	-10	1
COc1cc2nc(CN3CC=C(c4ccccc4)CC3)[nH]c(=O)c2cc1OC	-8	4	-0.1	x	x	7	-5	9	i	24*
CC(C)CCNC(=O)[C@H](CC(C)C)NC(=O)[C@H]1O[C@@H]1C(=O)O	x	x	x	-18	-3	x	x	-2	11	x
COc1ccc(O)c(/C=N/N=C2/C(=O)Nc3ccccc32)c1	x	2	-0.1	4	2	11	16	1	i	-6
CCCCCCOc1ccc(N2C(=O)CC(N3CCN(CCN=CC4=C(O)CC(C)(C)CC4=O)CC3)C2=O)cc1 (configuration not stated)	-17	14	0.9	7	-1	5	10	-3	0.9	2
C=CCn1c(SCC(=O)Nc2ccc(C(=O)OC(C)C)cc2)nnc1-c1cccs1	-10	-5	-3.7	-2	-3	-8	7	-2	-1.2	-13
CN(Cc1ccc(Br)cc1)C(=O)CCN1C(=O)c2cccc([N+](=O)[O-])c2C1=O	-18	2	6.0	2	4	-37	2	-2	-0.3	-9
O=C(O)CONC(=O)c1cc(OCC(F)(F)F)ccc1OCC(F)(F)F	-16	4	x	4	2	8	-14	-3	i	-3
Cc1cccc(C)c1Nc1nnc(SCC(=O)NC(=O)c2cccn2C)s1	3	3	x	51*	1	-3	-6	-15	-0.3	8
CC(C)N(CCn1cnc2c([nH]c3ccccc32)c1=O)C(C)C	-6	2	-1.4	12	0	8	-6	7	i	-3

At a glance, some entries already given.
structure	PriA SSB inh	Y pestis TopoI	TcdB GH inh	VHR inh abs	SARS 3CLpro inh	MazEF act	CCHFV vOTU inh	Rv3671c protease	BH1578 lux ind	PrPC surface inh
COc1ccc(CCNC(=S)Nc2ccccc2C)cc1	-1	-1	x	28	5	13	7	2	0.5	-9
Cc1cc(NC(=O)c2ccc(N3C(=O)CCC3=O)cc2)no1	-9	-7	x	21	5	6	10	10	i	-7
OC(COc1ccc(CNCc2cccnc2)cc1)CN1CCc2ccccc2C1 (configuration not stated)	6	-1	0.6	8	-1	4	-1	1	i	9
COc1cc2c(C)nc3c(cnn3-c3ccccc3)c2cc1OC	-10	-1	0.3	4	-1	8	-17	-3	0.4	4
Cc1cccc(-n2c(C)c(C)c3c(N)ncnc32)c1	8	10	2.6	21	-2	9	8	-4	-10	1
COc1cc2nc(CN3CC=C(c4ccccc4)CC3)[nH]c(=O)c2cc1OC	-8	4	-0.1	x	x	7	-5	9	i	24*
CC(C)CCNC(=O)[C@H](CC(C)C)NC(=O)[C@H]1O[C@@H]1C(=O)O	x	x	x	-18	-3	x	x	-2	11	x
COc1ccc(O)c(/C=N/N=C2/C(=O)Nc3ccccc32)c1	x	2	-0.1	4	2	11	16	1	i	-6
CCCCCCOc1ccc(N2C(=O)CC(N3CCN(CCN=CC4=C(O)CC(C)(C)CC4=O)CC3)C2=O)cc1 (configuration not stated)	-17	14	0.9	7	-1	5	10	-3	0.9	2
C=CCn1c(SCC(=O)Nc2ccc(C(=O)OC(C)C)cc2)nnc1-c1cccs1	-10	-5	-3.7	-2	-3	-8	7	-2	-1.2	-13
CN(Cc1ccc(Br)cc1)C(=O)CCN1C(=O)c2cccc([N+](=O)[O-])c2C1=O	-18	2	6.0	2	4	-37	2	-2	-0.3	-9

Continued.
structure	PriA SSB inh	Y pestis TopoI	TcdB GH inh	VHR inh abs	SARS 3CLpro inh	MazEF act	CCHFV vOTU inh	Rv3671c protease	BH1578 lux ind	PrPC surface inh
CN(C)S(=O)(=O)c1ccc(C(=O)OCC(=O)Nc2ccc3c(c2)OCO3)cc1	7	3	0.5	x	x	4	-2	-5	i	0
CCOC(=O)CSc1nc2ccccc2c(=O)n1CCN1CCOCC1	-6	9	x	13	-2	-2	7	-1	-0.4	2
COc1ccccc1CNC(=O)c1ccc(CS(=O)(=O)c2ccccc2C)o1	-9	15	0.3	-13	-2	-1	-5	-2	i	1
CCOC(=O)C1CCCN(c2c(NCCc3ccc(S(N)(=O)=O)cc3)c(=O)c2=O)C1 (configuration not stated)	-2	0	7.5	4	2	2	-4	-2	x	-6
CCSc1nc(C)c(CCOc2cccc(C)c2)c(=O)[nH]1	-20	-3	2.1	25	2	2	10	1	-1.0	4
Clc1ccc(CNCC2CCCO2)cc1 (configuration not stated)	-2	1	0.4	28	5	-1	-9	x	i	7
COC(=O)C1=C(C)N(Cc2ccccc2)C(=NCc2cc(OC)c(OC)c(OC)c2)N[C@H]1c1ccccc1	2	-1	x	9	-10	8	x	-4	-1.3	x
N#Cc1ccc(Oc2ccc(-c3cnc4ccccc4n3)cc2)cc1C#N	9	3	x	4	2	12	-6	6	-0.3	-4
O=C(Nc1ccc(NC(=O)C2CC2)cc1)c1cccs1	3	11	0.5	32	6	-7	-8	-8	-3.1	5
O=C(NNC(=O)c1cnccn1)c1ccc(Cl)c(Cl)c1	-14	1	-1.4	11	-3	1	14	6	0.2	-1
O=C(CN1C(=O)NC2(CCOc3ccccc32)C1=O)Nc1cccc([N+](=O)[O-])c1 (configuration not stated)	9	-12	1.3	x	x	3	0	-1	4.2	-24
Cc1noc(C)c1C(=O)N(C)C[C@@H]1OCc2ccccc2-c2c(n(C)c3ccccc23)C(=O)N([C@H](C)CO)C[C@H]1C	x	41	0.5	x	x	6	4	x	i	-6
NC(=O)c1ccsc1NC(=O)CCc1ccccc1	-16	4	3.0	6	2	-1	0	-3	-3.8	-3
CSc1nc(NCc2ccco2)c2sc3nc(C(C)C)c4c(c3c2n1)CC(C)(C)OC4	-4	1	x	-11	-1	19	6	-14	3.6	-1
Cc1ccnc(NC(=O)C2CCCN(c3ncnc4c3nc3n4CCCCC3)C2)c1 (configuration not stated)	-1	10	2.1	8	3	7	15	-10	-0.2	3
CCOC(=O)c1c(NC(=O)CSc2nnc(CN3CCOCC3)n2C)sc2c1CCCC2	-3	26	x	-9	1	-3	-13	-1	i	-2
c1cc(CNC23CC4CC(CC(C4)C2)C3)ccn1	-12	-10	1.0	23	1	12	16	3	i	-7
CCN(CC)c1ccc(NC(=O)CSc2nc(C)cc(=O)[nH]2)cc1	6	1	-11	38	x	4	1	4	-0.3	-3
Cc1cccc(-c2noc(Cc3ccc(Cl)cc3)n2)c1	-91	26	x	8	1	-12	10	-2	i	-1
CCCc1nc2oc3c(NCc4ccccn4)ncnc3c2c2c1COC(C)(C)C2	3	1	x	-28	-1	8	-4	4	i	6
